# core dimer inh: HCV core protein dimerization inhibition | TR-FRET GST/Flag-core106 dimerization, 1536-well | inhibition, % at 5 µM | 0.33% of 300,000 active | AID 1899;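 active = inhibition above the mean of all tested compounds plus 3 SD, set per screening campaign, cut at about 45% in these data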
#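 System: GST/Flag-tagged HCV core106 proteins. Incubation: compound-protein-antibody incubation 4 h at 22.5 °C. Technique: HTRF with 340 nm excitation, 617/671 nm emission. Medium: KF-containing HEPES buffer, pH 7.45, DTT, CHAPS, BSA. Read-out: inhibition (%) from 671 over 617 nm ratio. Also added: Eu(K)-anti-GST 90 ng/mL plus XL665-anti-Flag 1 µg/mL.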
# Fh CTSL1 inh: blocks F. hepatica cathepsin L1 in PFM18AAP counter-screen; inhibition, % at 5.96 µM; 0.49% of 300,000 active; recombinant F. hepatica cathepsin L1, Z-Leu-Arg-MCA fluorescence;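 active = inhibition above the mean of all tested compounds plus 3 SD, set per screening campaign, cut at about 17% in these data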;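 note: 0% = plate median of test compound wells and 100% = 1 µM Z-Phe-Ala-diazomethylketone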
# Yeast superoxide: caloric restriction mimetics inhibiting age-related superoxide in yeast. S. cerevisiae aged cells, superoxide DHE fluorescence; stronger effect = lower value. superoxide response (% of plate mean), % at 10 µM. 0.18% of 330,000 active. AID 2690;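 active = superoxide response under a set limit, about three screen SD below normal, cut at about 65% in these data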;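 note: yeast aged for seven days with compound at 30 °C before DHE staining; 100% = average MFI of all compound-treated wells on the plate with controls excluded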
# EBNA-1 inhibitor: blocks EBNA-1 binding to DNA; EBNA-1 DNA binding, fluorescence polarization; inhibition, % at 14.8 µM; 0.34% of 300,000 active; in the data active = inhibition above about 28%
# ZTA counter: blocks Epstein-Barr virus ZTA, an EBNA-1 counter-screen | AID 2234 | ZTA-DNA binding, fluorescence polarization | P03206 | 0.15% of 320,000 active | inhibition, % at 11 µM; in the data active = inhibition above about 33%
# TPT1 inh: C. albicans TPT1 enzyme inhibition. inhibition, % at 5 µM. recombinant caTPT1, FP RNA substrate dephosphorylation. AID 1962. 0.81% of 300,000 active;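 active = inhibition above the mean of all tested compounds plus 3 SD, set per screening campaign, cut at about 24% in these data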;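 note: plate controls were DMSO alone for no effect and ferristatin control at 100 nM for full effect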
# PP1 counter: counter-screen for PP5 inhibitors: inhibitors of human PP1-alpha | P62136 | purified PP1alpha, OMFP fluorescence | inhibition, % at 6.7 µM | 0.9% of 320,000 active | AID 2235;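 active = inhibition above the mean inhibition of all tested compounds plus 3 SD, computed separately for each screening campaign, cut at about 15% in these data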
# Target sequence (P62136 whole entry, looked up): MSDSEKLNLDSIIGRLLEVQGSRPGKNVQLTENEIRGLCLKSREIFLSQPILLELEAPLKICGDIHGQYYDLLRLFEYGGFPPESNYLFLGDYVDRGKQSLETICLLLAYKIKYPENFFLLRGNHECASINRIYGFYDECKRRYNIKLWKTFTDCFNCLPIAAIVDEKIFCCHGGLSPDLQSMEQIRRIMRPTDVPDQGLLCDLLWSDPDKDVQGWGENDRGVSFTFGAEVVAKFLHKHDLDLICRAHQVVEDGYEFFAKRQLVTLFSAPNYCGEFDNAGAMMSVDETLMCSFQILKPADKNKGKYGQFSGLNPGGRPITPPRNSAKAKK
# GASC-1 inh: blocks human GASC-1 demethylase activity | AID 2099 | 0.069% of 330,000 active | inhibition, % at 2.35 µM | Q9H3R0 | GST-JMJD2C(1-420) H3K9me3 demethylation, DELFIA europium;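 active = more than half of a compound's replicate wells show inhibition beyond 50%, single wells judged on their own value; inconclusive = some, but no more than half, of replicates pass 50% inhibition; inactive = no replicate passes 50% inhibition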;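 note: signal counts dimethyl H3K9 product captured on neutravidin plate; 0% = median of DMSO wells and 100% = 0.3 times that DMSO median; strong numbers were not always called active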
# PP5 inh: inhibitors of human protein phosphatase 5 (PP5). P53041. purified PP5c, OMFP substrate fluorescence. inhibition, % at 6.7 µM. 0.18% of 320,000 active;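 active = inhibition above the campaign's mean inhibition across all tested compounds plus 3 SD, cut at about 9.5% in these data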;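 note: 0% = DMSO only and 100% = 100 µM cantharidin control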
# Target sequence (P53041 whole entry, looked up): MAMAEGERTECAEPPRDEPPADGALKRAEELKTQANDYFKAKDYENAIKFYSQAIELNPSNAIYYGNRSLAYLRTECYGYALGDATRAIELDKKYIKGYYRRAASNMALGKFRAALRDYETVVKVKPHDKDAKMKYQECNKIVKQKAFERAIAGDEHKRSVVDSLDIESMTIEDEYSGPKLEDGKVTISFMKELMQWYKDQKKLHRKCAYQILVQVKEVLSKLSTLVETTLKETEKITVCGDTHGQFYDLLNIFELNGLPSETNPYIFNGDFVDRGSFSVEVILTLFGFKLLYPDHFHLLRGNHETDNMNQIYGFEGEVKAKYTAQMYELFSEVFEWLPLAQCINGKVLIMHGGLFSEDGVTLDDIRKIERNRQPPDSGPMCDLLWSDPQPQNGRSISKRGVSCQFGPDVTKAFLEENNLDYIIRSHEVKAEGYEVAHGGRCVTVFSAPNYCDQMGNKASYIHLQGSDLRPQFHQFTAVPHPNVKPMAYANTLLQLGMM
# * marks the source's active call; other numbers are inactive results; ? = inconclusive; · = no result given. Outcome played no part in choosing rows. About 3.1% of those tested had a hit in this group.
SMILES,PP5 inh,Yeast superoxide,EBNA-1 inhibitor,Fh CTSL1 inh,PP1 counter,core dimer inh,ZTA counter,GASC-1 inh,TPT1 inh
CCCCC(=O)NC(=S)NNC(=O)CC,-0.5,98,0,-3,-1,-7,-4,1,-5
CCCCOC(=O)Nc1cccc(C(=O)OCC)c1,2.5,127,-9,4,7,-1,1,-5,-7
COc1cccc(CN(C)c2nc(-c3cccs3)nc3ccccc23)c1,-0.3,83,4,4,-5,4,11,0,1
CCOC(=O)NC(=O)c1cn(Nc2ncc(Cl)cc2C(F)(F)F)c(=O)[nH]c1=O,-0.1,105,0,0,-2,-1,0,-14,1
CCOC(=O)c1ccc(NCc2ccc(N(C)C)cc2)cc1,0.9,97,3,-2,-1,-6,4,-5,-2
CCCCc1nc2cc(C(=O)NCCc3c(C)n[nH]c3C)ccc2o1,2.0,104,-1,0,-2,-4,5,9,-2
CCc1cc2c(C)ccc(C)c2nc1SCC(=O)Nc1cc(C)on1,3.4,90,-12,-3,1,1,-11,3,-1
COc1ccccc1C1CCN(Cc2ccc3ccccc3c2)CC1,-0.9,102,6,3,3,8,12,12,-1
CC(Cc1cccs1)NC(=O)Nc1cccc(Cl)c1 (configuration not stated),3.5,96,-10,4,-1,-12,7,3,3
COc1cccc(Cn2c(=O)c3ccccc3n3nc(C)cc23)c1,0.5,97,-8,4,-4,1,-13,-2,1
CCOc1ccc(C(=O)N2CCCC2)cc1OC,4.0,95,-14,-2,-3,-7,-9,-1,-3
CCn1nc(C)cc1C(=O)Sc1ccc(Cl)cc1Cl,1.4,99,-6,1,-3,-5,12,4,2
O=C(c1sc2ccccc2c1Cl)N1CCN(c2ncccn2)CC1,4.3,79,2,-2,2,0,-21,-9,-2
COC(=O)c1c(C)oc2ccc(NS(=O)(=O)c3cc(OC)ccc3OC)cc12,5.1,110,-11,-8,0,1,-2,-9,-1
COCCN(C(=O)COC(=O)c1c(NC(C)=O)sc(C)c1C)c1c(N)n(Cc2ccccc2)c(=O)[nH]c1=O,1.7,95,11,2,2,4,0,-28,0
Cc1ccccc1NC(=O)c1c([N+](=O)[O-])c(C(C)(C)C)nn1C,1.2,104,9,-1,-1,4,-8,-10,-4
COc1ccccc1N(Cc1ccccc1)S(=O)(=O)c1cccc(C(=O)Nc2cc(C)ccn2)c1,2.6,92,-3,2,0,15,7,-3,-1
CCc1ccc(NC(=O)c2ccc(F)c(S(=O)(=O)N(CC)c3ccccc3)c2)cc1,3.6,93,9,4,4,2,-3,-7,1
Cc1ccc(S(=O)(=O)N(C(=O)c2ccncc2)c2ccc(OC(=O)c3ccncc3)cc2)cc1,-1.1,95,7,-5,1,-1,6,-2,-1
CC1CCN(CC(C)CNC(=O)c2cc(-c3ccccn3)nc3ccccc23)CC1 (configuration not stated),1.5,97,-10,-1,0,0,0,31,0
COc1ccc(C(=O)Nc2ccc(Cl)c(Cl)c2)c(OC)n1,-2.8,103,-2,-5,1,-3,-3,-5,4
O=C(COC(=O)CC1CC2CCC1C2)Nc1ccc(F)cc1 (configuration not stated),3.3,100,-2,0,0,-7,-7,1,0
Cn1cc(C(=O)N2CCCCCC2)c(=O)c2cc(S(=O)(=O)N3CCCCC3)ccc21,0.9,88,-8,0,-2,-2,-15,0,-2
COc1ccc(NC(=O)Nc2nnc(C(C)(C)C)s2)cc1,1.7,106,0,-2,-2,-1,4,0,-1
COc1ccccc1C(=O)O/N=C(/c1ccncc1)c1ccc([N+](=O)[O-])cc1,1.5,119,-1,-6,3,-1,-6,-2,-1
Cc1ccc(C2=C/C(=C/c3cccnc3)C(=O)O2)c(C)c1,0.6,86,5,7,0,5,-8,2,8
COc1ccc(S(=O)(=O)N2CCCCCC2)cc1NC(=O)Cc1cc(OC)c(OC)c(OC)c1,1.2,98,8,-8,-4,5,-2,5,-3
CCCCn1c(N)c(N(CCOC)C(=O)c2c(CC)noc2C)c(=O)[nH]c1=O,-0.5,96,·,·,-6,·,3,2,·
COc1ccc(Cl)cc1C(=O)Nc1cccc(-c2ccc3nncn3n2)c1,0.8,96,4,1,51*,11,92*,-2,38*
OCCCNCc1ccc(-c2ccccc2)cc1,-0.4,97,7,2,0,0,3,-9,0
O=C(Cn1nc(-c2ccc3c(c2)OCCO3)ccc1=O)Nc1cccc(NC(=O)c2ccccn2)c1,1.8,107,41*,-5,-2,11,1,18,-4
CCc1nc(NC(=O)c2sc(C)nc2C)sc1C(=O)OC,1.4,92,-13,-6,-1,-5,-8,33,-3
Cc1ccnc(NC(=O)CCc2c[nH]c3ccccc23)c1,-1.8,89,9,-1,-3,8,3,8,-1
CC(C)SCc1nc2ccccc2[nH]1,-0.1,109,7,2,-2,6,3,·,-2
COc1ccc(-n2c(=S)[nH]c3cc(C(=O)Nc4ccccc4OC)ccc3c2=O)c(OC)c1,3.3,105,-13,-2,-4,6,-12,1,-2
CC1(NC(=O)c2ccccc2)CCN(CCc2cccs2)C1=O (configuration not stated),-0.7,93,·,·,0,·,6,-9,·
CC(=O)N1CCc2cc(Br)cc(S(=O)(=O)N3CCN(c4ccccn4)CC3)c21,-2.7,83,-5,-3,-4,2,-1,3,0
CCS(=O)(=O)Nc1cccc(C2=NN(S(=O)(=O)c3ccc(F)cc3)C(c3cccs3)C2)c1 (configuration not stated),1.7,97,4,-3,1,9,3,0,1
CC(OC(=O)Cc1ccsc1)C(=O)Nc1ccc(C(N)=O)cc1 (configuration not stated),0.2,105,·,·,0,·,3,·,·
O=C(N/C(=C/c1ccc(Br)cc1)C(=O)N1CCOCC1)c1cccs1,2.3,113,-19,4,-3,-6,0,15,2
COc1cccc(C(=O)Nc2nnc(SCC(=O)Nc3ccc(NC(C)=O)cc3)s2)c1,1.6,106,6,0,0,3,-2,3,-2
Cc1noc(C)c1Cn1nc(C(=O)O)c2ccccc2c1=O,3.9,111,0,1,2,1,-1,-3,0
Cc1ccc(OC(=O)COc2ccccc2)c(-n2nc3ccccc3n2)c1,0.4,96,6,-18,-1,-3,-1,-17,0
Clc1ccc(Cn2c(/C=C/c3ccco3)nc3ccccc32)cc1,2.3,96,9,0,4,58*,-8,-2,29*
CC(=O)NCCc1nc2cc(NC(=O)Nc3ccccc3)ccc2n1C,0.5,98,-3,-2,-2,3,5,-1,-1
CC(=O)Nc1ccc(NC(=O)c2cccc(-c3cc4ccccc4oc3=O)c2)cc1,0.7,118,1,-3,0,5,4,-3,3
O=C(N1CCN(c2ccccc2F)CC1)C1(S(=O)(=O)c2ccc(Cl)cc2)CC1,0.8,95,-3,-3,3,-3,5,34,-1
Brc1ccc(Oc2nsnc2N2CCOCC2)cc1,-0.9,97,-2,1,3,1,-18,-1,-1
CN(C)c1ccc(C(=O)OCC(=O)NC2CCCCCC2)cc1,-0.1,117,-8,-2,-3,1,-1,1,-1
Cc1cccnc1NC(=O)CN1C(=O)COc2ccc(Cl)cc21,-0.2,88,-2,9,-11,-6,-9,4,0
Cc1ccc(CNC(=O)C2CCC(=O)N(Cc3cccc(C(F)(F)F)c3)C2)o1 (configuration not stated),3.7,102,-8,2,-2,5,-10,-5,-1
Cc1ccccc1-n1c(SCC(=O)N/N=C/c2sccc2C)nc2ccccc2c1=O,4.0,106,-2,1,9,28,-8,5,-2
Cc1cccc(C(=O)NNC(=S)NC(=O)c2ccccc2)c1,-0.4,214,4,0,0,-9,-4,1,0
O=C1/C(=C\c2ccccc2)SC(=S)N1CCC(=O)N1CCCCC1CCO (configuration not stated),1.3,79,-2,3,4,8,15,?,0
Cc1cccc(C)c1NC(=O)CSc1nnc(-c2ccoc2C)n1CCc1ccccc1,4.1,138,-4,0,-4,-7,14,-26,1
Cc1ccc(S(=O)(=O)CC(C)(O)CS(=O)(=O)c2ccc(C)cc2)cc1,1.5,105,1,1,-1,0,7,2,-4
Fc1ccc2[nH]c3c(c2c1)CN(C(=S)NCc1ccccc1)CC3,0.3,109,-2,3,-3,2,-20,-3,0
COc1ccc(-c2cc(=O)c3cc(OC)c(OC)cc3[nH]2)cc1,1.3,105,-13,-2,0,-12,-1,0,-3
Cc1ccc(OCc2cc(C(=O)N3CCCCCCC3)no2)cc1C,6.0,100,4,-2,-2,12,0,0,-1
CCc1nnc(NC(=O)CSc2ccc(Cl)cc2)s1,-1.9,108,5,-1,-4,22,4,-14,2

# (more compounds)
SMILES,PP5 inh,Yeast superoxide,EBNA-1 inhibitor,Fh CTSL1 inh,PP1 counter,core dimer inh,ZTA counter,GASC-1 inh,TPT1 inh
CCc1ccc(NC(=O)C2CCN(S(=O)(=O)c3cccs3)CC2)cc1,4.4,96,-17,1,1,-6,9,-7,3
Cc1cc2occ(CC(=O)N(C)CC(=O)Nc3c(C)cccc3C)c2cc1C,-1.7,93,-3,2,1,1,6,1,1
CCOC(=O)C1(C)NC(c2ccco2)C2C(=O)N(C)C(=O)C21 (configuration not stated),3.0,96,-1,-3,3,-6,-10,0,-3
CN(CC(=O)NCc1ccco1)C(=O)C1CC(=O)N(c2ccc3c(c2)OCCO3)C1 (configuration not stated),0.4,105,·,·,-2,·,9,1,·
Cc1nnc(SCc2ccccc2)nc1/C=C/NOCc1ccc(Cl)cc1Cl,1.2,91,-12,-5,3,-6,-19,6,-2
Cc1ccc(/C=N/NC(=O)Cc2ccc(O)cc2)s1,1.3,102,4,0,3,5,-9,-7,-4
Cc1cc(NC(=O)c2ccco2)ccc1NC(=O)Cc1cccs1,-1.1,110,12,-4,-5,-4,12,1,-4
O=C(NCc1ccccn1)C(=O)Nc1cc2c3c(c1)CC(=O)N3CCC2,1.1,104,1,3,-4,-1,0,94,1
COC(=O)/C=C1\N/C(=N/c2nc(C)c3cc(OC)ccc3n2)NC1=O,1.1,102,-6,1,1,7,0,15,-1
COc1ccc(NCc2nn(CC(=O)c3ccc(Br)cc3)c3[n+]2CCCCC3)cc1,-2.3,100,6,-1,2,2,-4,-10,9
Fc1ccc(Nc2c(-c3ccco3)nc3ccccn23)cc1,0.9,82,-3,2,2,-9,4,12,-1
O=C(NNC(=O)C1CCN(Cc2cccc(F)c2)CC1)c1cccs1,-0.7,97,3,2,-6,-4,0,3,2
O=C(Nc1ccc(Cl)cc1Cl)c1ccc2c(=O)n3c(nc2c1)CCC3,0.6,108,3,1,-1,23,8,-3,-1
O=C1NC(c2ccccc2)=NC1(Nc1ccccn1)C(F)(F)F (configuration not stated),-0.5,92,-1,-2,-2,3,6,14,-1
CC(=O)c1cccc(NC(=O)CSc2ccc(-c3sc(C)nc3C)nn2)c1,-0.6,100,15,0,-4,7,-9,-7,-3
Cc1nn(Cc2ccccc2)c(Cl)c1/C=N/NC(=O)CNc1cccc(C(F)(F)F)c1,4.4,106,-3,1,1,0,-14,7,0
CS(=O)(=O)Nc1ccc(C(=O)N2CCCC2)cc1,1.5,92,-8,-5,-2,0,-10,1,1
COc1cc(O)c(C(CC(=O)N2CCCC(C)C2)c2ccc3c(c2)OCO3)c(OC)c1 (configuration not stated),5.1,·,8,3,5,2,4,-8,-2
